Cav32 inh: Cav3.2 calcium influx blockers – cell-based, Fluo-4 calcium fluorescence, FDSS, MLSMR library, primary screen; Voltage-dependent T-type calcium channel subunit alpha-1H (Homo sapiens), O95180; Cav3.2-expressing cells; stronger effect = lower value; B-score at 10 µM; hit rate 4% among 100,000;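 active = single-dose well whose peak fluorescence ratio is a statistical outlier from its plate by either plate-standardised score or position-corrected B-score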
Target sequence (O95180 whole entry, looked up): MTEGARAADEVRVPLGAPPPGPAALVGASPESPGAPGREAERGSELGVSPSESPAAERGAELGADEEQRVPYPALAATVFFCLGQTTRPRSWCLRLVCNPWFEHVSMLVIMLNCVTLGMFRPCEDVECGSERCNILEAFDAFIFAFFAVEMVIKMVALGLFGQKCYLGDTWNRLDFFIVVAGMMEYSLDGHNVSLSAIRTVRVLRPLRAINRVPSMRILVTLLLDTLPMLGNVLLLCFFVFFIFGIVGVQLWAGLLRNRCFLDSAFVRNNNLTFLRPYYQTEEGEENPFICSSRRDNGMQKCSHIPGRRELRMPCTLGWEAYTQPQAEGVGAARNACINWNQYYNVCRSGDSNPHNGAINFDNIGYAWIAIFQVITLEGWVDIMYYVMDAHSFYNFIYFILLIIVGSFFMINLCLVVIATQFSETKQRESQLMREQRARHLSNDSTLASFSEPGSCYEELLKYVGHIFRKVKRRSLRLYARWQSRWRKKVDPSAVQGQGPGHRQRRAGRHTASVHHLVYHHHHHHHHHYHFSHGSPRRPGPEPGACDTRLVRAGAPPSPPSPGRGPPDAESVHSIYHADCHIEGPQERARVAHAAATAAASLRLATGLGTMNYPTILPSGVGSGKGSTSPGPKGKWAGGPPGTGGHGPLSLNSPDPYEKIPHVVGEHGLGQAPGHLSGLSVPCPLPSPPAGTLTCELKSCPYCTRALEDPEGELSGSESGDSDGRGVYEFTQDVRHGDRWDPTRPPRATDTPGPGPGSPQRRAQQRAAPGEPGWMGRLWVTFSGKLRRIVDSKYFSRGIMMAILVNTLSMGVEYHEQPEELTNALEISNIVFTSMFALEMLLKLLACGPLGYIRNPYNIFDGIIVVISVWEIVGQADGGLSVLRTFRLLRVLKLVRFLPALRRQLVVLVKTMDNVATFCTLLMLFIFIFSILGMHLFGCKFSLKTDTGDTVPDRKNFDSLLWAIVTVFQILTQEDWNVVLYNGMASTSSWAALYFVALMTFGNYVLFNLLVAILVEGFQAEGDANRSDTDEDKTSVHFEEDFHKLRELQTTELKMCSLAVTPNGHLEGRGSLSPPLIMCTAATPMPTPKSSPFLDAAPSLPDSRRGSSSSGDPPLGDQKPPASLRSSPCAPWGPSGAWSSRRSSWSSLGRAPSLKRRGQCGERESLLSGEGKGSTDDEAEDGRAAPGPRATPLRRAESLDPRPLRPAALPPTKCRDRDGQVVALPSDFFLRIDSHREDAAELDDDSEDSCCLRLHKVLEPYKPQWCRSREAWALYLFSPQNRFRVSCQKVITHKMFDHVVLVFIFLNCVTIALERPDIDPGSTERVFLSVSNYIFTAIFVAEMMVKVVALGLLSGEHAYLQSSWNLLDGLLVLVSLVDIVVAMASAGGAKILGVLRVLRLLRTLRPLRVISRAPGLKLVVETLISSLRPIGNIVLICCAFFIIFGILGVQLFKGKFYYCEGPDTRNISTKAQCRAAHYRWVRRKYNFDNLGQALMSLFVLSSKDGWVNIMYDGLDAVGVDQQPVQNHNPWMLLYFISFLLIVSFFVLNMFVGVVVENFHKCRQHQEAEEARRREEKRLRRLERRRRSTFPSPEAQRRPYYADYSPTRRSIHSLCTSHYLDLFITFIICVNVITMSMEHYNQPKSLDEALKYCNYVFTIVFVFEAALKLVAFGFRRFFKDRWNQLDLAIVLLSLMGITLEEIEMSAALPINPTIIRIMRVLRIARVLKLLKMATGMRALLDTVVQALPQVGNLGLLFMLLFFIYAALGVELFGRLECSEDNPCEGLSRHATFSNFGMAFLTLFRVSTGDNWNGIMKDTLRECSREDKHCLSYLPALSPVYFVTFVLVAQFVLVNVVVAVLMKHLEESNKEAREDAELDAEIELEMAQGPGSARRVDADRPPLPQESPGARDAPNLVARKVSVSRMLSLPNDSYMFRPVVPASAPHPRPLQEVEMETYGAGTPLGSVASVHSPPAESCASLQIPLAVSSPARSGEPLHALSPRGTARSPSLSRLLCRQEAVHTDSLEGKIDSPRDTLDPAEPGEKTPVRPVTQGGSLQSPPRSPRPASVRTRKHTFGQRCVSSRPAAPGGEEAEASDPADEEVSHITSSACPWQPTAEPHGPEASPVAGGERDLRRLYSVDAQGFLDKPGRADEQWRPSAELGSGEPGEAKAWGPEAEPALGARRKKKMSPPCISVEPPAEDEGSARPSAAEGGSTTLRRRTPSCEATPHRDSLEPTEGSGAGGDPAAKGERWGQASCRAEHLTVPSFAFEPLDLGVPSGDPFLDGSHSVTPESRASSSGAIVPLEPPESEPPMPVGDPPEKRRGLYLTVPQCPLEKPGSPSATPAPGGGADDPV
An asterisk follows results filed as active. An excerpt, so the mix of outcomes need not match the whole.

SMILES	Cav32 inh
Cc1ccc(N(C(C)C(=O)Nc2ccccc2C(=O)N2CCOCC2)S(C)(=O)=O)cc1C (stereo unspecified)	1
COc1ccc2cc(CN(Cc3cccnc3)Cc3nnnn3Cc3ccccc3)c(=O)[nH]c2c1	-1.1
CC(C)(C)NS(=O)(=O)CC12CCC(CC1=O)C2(C)C (stereo unspecified)	0.044
CC(=O)Nc1cccc(Oc2ccc3c(c2)C(=O)N(CCC(=O)O)C3=O)c1	0.95
Cc1cccc(NC(=O)N2CCC(c3nc4ccccc4o3)CC2)c1	-1.4
CCOc1ccc(N(CC(N)=O)S(=O)(=O)c2ccc(F)cc2)cc1	0.0034
CCC(=O)N=C1SC2CS(=O)(=O)CC2N1c1cccc(OC)c1 (stereo unspecified)	0.22
CN(C)/C=N/C(=S)Nc1ccc(F)cc1	0.084
COc1ccc(CCNC(=O)c2nnn(CC(=O)Nc3ccccc3C)c2N)cc1OC	-0.26
CCC(=O)Nc1nc(C)c(C(=O)NC2CCCCC2)s1	0.52
CCOC(=O)N1CCC(NC(=O)CSc2cc(=O)n(C)c3ccccc23)CC1	0.84
O=C1C2C3C=CC(C3)C2C(=O)N1CCc1ccccc1 (stereo unspecified)	1.4
CC1(c2ccc(Cl)cc2)NC(=O)N(CC(=O)NC(=O)NCc2ccco2)C1=O (stereo unspecified)	-1.4
CCn1c(SCc2nc(-c3cccs3)no2)nnc1-c1c[nH]c2ccccc12	-3
Nc1ccc(-c2nc3ccccc3[nH]2)cc1	1.4
CCOC(=O)C1C(=O)C=C(c2ccc(OC)cc2)CC1c1ccco1 (stereo unspecified)	-1.9
O=C(COC(=O)C1(c2ccc(F)cc2)CCCC1)NC1CC1	1.1
COC(=O)[C@@H]1C[C@H]2CC[C@H](O)C[C@H]2N1Cc1ccc(C(C)(C)C)cc1	-0.22
CCn1c(=O)cc(SCC(=O)Nc2ccc3c(c2)OCCO3)c2ccccc21	-2.3
CCOc1ccc(C(=O)N/N=C/c2ccc(-c3ccc(S(=O)(=O)Nc4ncccn4)cc3)o2)cc1	0.8
Cc1ccc(S(=O)(=O)N2CCC(C(N)=O)CC2)c(C)c1C	0.44
C=C(Cl)COc1ccc2c(CCC)cc(=O)oc2c1	-2.7
Cc1ccc(N2CC(C(=O)NCc3cccs3)CC2=O)cc1C (stereo unspecified)	0.64
CC(C)(C)Nc1nc2nonc2nc1NC(C)(C)C	-0.15
Cc1nc2nc(CCc3ccccc3)nn2c(C)c1Cl	0.16
CCC1CCc2c(sc(NC(=O)CSc3nc(-c4ccco4)cc(C(F)(F)F)n3)c2C#N)C1 (stereo unspecified)	-0.15
Cc1noc(C)c1S(=O)(=O)N1CCC2(CC1)OCCO2	0.25
CCN(CCNC(=O)c1cc(C)nn1-c1ccccc1)c1ccccc1	0.44
C/C(=C\c1ccccc1)CN1CCN(c2ccccc2F)CC1	-0.087
Cc1ccc(CON=C2CCN(c3ncc(C(F)(F)F)cc3Cl)CC2)cc1	-0.69
Cc1ccc(-n2nc3c(c2NC(=O)c2ccc(Br)o2)CSC3)c(C)c1	-1.7
Cc1ccc(-n2cnnn2)c(S(=O)(=O)N2CCOCC2)c1	0.63
O=C(CN(c1ccc2c(c1)OCCO2)S(=O)(=O)c1ccccc1)NCc1ccco1	0.49
Cc1cc(NC(=O)C2CCC2)n(-c2ccccn2)n1	0.44
Cc1cc(C)c2cc(CN(Cc3ccc4c(c3)OCO4)Cc3nnnn3Cc3ccco3)c(=O)[nH]c2c1	-0.98
CC1Cc2cc(/C(O)=C3\C(=O)C(=O)N(CCN4CCOCC4)C3c3ccccc3F)ccc2O1 (stereo unspecified)	3
CC(C)(C)NC(=O)C(c1ccc(O)cc1)N(Cc1ccco1)C(=O)Cn1nnc(-c2cccs2)n1 (stereo unspecified)	-2.7
COC(=O)c1c(C(=O)OC)n(CCCN)c2ccc(C)cc12	0.84
[O-]/[N+](=C/c1ccc(F)cc1)c1ccc(Cl)cc1	0.047
CCCn1c2ccccc2c2nc3ccccc3nc21	0.63
COc1ccc(NC(=O)[C@H](CCS(C)(=O)=O)N2Cc3ccccc3C2=O)c(OC)c1	-0.34
CCCCC(c1nnnn1CC1CCCO1)N1CCN(c2cccc(C)c2C)CC1 (stereo unspecified)	-5.8*
COc1ccc(CN2C(=O)[C@H]3Cc4c([nH]c5ccccc45)C(C)(C)N3C2=O)cc1	-2.2
Cc1ccc2nsnc2c1S(=O)(=O)N1CCN(Cc2ccc3c(c2)OCO3)CC1	0.071
Cc1cccc(C)c1NC(=S)NN(Cc1ccccc1)c1ccccc1	-2.2

Entries listed above printed as active in Cav32 inh:
SMILES	Cav32 inh
CCCCC(c1nnnn1CC1CCCO1)N1CCN(c2cccc(C)c2C)CC1 (stereo unspecified)	-5.8*

Additional entries follow.
SMILES	Cav32 inh
COc1ccc(COC(=O)c2nc3nc(C)cc(C)n3n2)cc1F	0.51
CCN(C(=O)COc1cc(=O)n(CC)c2ccccc12)c1cc(Cl)ccc1OC	-5.5*
COc1cc(Cl)c(C)cc1NC(=O)CNC(=O)Cn1cnc2ccccc2c1=O	-0.72
C=CCNC(=S)NNC(=O)c1ccc(OCC(C)C)cc1	0.25
CC1=CCC2C(=O)N(c3ccc(C)c(Br)c3)C(=O)C2C1 (stereo unspecified)	0.13
O=C(c1ccc(Br)s1)N1CCN(c2ncccn2)CC1	-0.66
O=C(CCN1C(=O)CSC1=O)Nc1ccccc1	0.48
Cn1c(=O)c2c(ncn2CC(O)CO)n(C)c1=O (stereo unspecified)	0.73
CCOc1nnc(C)c2c(C)n(-c3cccc(OC)c3)nc12	1.5
N[C@@H](CO)c1nnc([C@H](CC(=O)O)NC(=O)C2CCNCC2)o1	0.44
Cc1ccc2cc3cc(C(=O)NCc4ccc5c(c4)OCO5)oc3nc2c1	-1.4
CCCNC(=O)N1CCC(C(=O)c2ccc(Cl)cc2)CC1	0.025
O=C1NCCCC1C(=O)N/N=C/c1ccccc1 (stereo unspecified)	0.1
Cc1sc2nc(SCC(=O)N(C)C)[nH]c(=O)c2c1C	-0.15
COc1cc(NS(=O)(=O)c2ccccc2)ccc1-n1nc(C)cc1C	-0.21
COc1cccc(Cn2c(-c3cccs3)noc2=O)c1	0.075
CN(CC(=O)Nc1ccc(C#N)cc1)Cc1ccc(Cl)cc1Cl	-4.2*
Cc1ccc2cccc(S(=O)(=O)N3CCN(c4ccccc4F)CC3)c2n1	-3.1
C=Cc1cccc(NC(=O)COc2ccccc2)c1	-3.8
COc1ccccc1CNC(=O)CCS(=O)(=O)c1ccc2c(c1)CCCN2C(C)=O	0.3
CC(NC(=O)NC12CC3CC(CC(C3)C1)C2)C1CCCO1 (stereo unspecified)	0.048
COc1ccc(-c2cc3nc(C)cc(N4CC(C)CC(C)C4)n3n2)cc1 (stereo unspecified)	0.27
COc1nc(OCCNC(=O)Nc2ccccc2)nc(N(C)C)n1	-1.3
Cc1ccc(S(=O)(=O)CC(O)CN2CCCC2=O)cc1 (stereo unspecified)	-0.11
O=C(Cn1nnc(-c2ccccc2)n1)NCc1ccco1	-0.83
CCOC(=O)C(CCCCCOc1ccc([N+](=O)[O-])cc1)C(=O)OCC	-1.1
Fc1cccc(CSc2ncnc3c2oc2ccccc23)c1	0.05
O=C(CSCc1ccc([N+](=O)[O-])cc1)Nc1cccc(C(=O)Nc2ccccc2C(=O)O)c1	-1.3
O=c1cc(NCCCO)c2ccccc2o1	0.2
CC(=O)Nc1nc2ccccc2n1CCOc1ccccc1Cl	0.08
Cc1ccc(C(=O)C(NC(=O)c2ccco2)Nc2sc3c(c2C(N)=O)CCCC3)cc1 (stereo unspecified)	-1.3
COc1ccc(F)cc1S(=O)(=O)Nc1ccc2c(c1)OCO2	-0.38
CCOC(=O)C(C)n1nc(/C=C/c2ccccc2)ccc1=O (stereo unspecified)	-0.049
COc1ccc(N2CCN(Cc3nc4c(c(=O)[nH]c(=O)n4C)n3Cc3cccc(Cl)c3)CC2)cc1	-0.038
COc1cccc(NC(=O)N2CCN(c3cccc(C)c3)C(C)C2)c1 (stereo unspecified)	-4.9*
Cc1ccc(OCC(O)Cn2c(N3CCOCC3)nc3c2c(=O)[nH]c(=O)n3C)cc1 (stereo unspecified)	0.53
CCOC(=O)C1=C(C)N[C@@]2(O)c3ccccc3C(=O)[C@@]12O	-0.75
Cc1ccc(C)c(S(=O)(=O)N2C(=S)NC(=O)C2CC(C)C)c1 (stereo unspecified)	0.74
CCC(c1nnnn1C1CCCC1)N1CCN(C(=O)c2ccco2)CC1 (stereo unspecified)	0.3
CCc1ccc(/C=N/Nc2nn[nH]n2)cc1	0.022
C/C(=N\NC(=O)c1ccccc1C)c1ccc(N2CCOCC2)cc1	-0.028
Cc1sc2ncnc(Sc3nnnn3-c3ccc(Cl)cc3)c2c1C	0.39
CCCn1nc(C(=O)NCC(C)(C)N2CCOCC2)c2ccccc2c1=O	1.7
O=C(OCC(=O)N1CCOCC1)C(c1ccccc1)c1ccccc1	-0.78
O=C(c1c(Cl)nc2sccn12)N(C(=O)c1c(Cl)nc2sccn12)c1ccc(Cl)cn1	-0.58

Molecules above that contain a CF3 group, in the order listed:
SMILES	Cav32 inh
CCC1CCc2c(sc(NC(=O)CSc3nc(-c4ccco4)cc(C(F)(F)F)n3)c2C#N)C1 (stereo unspecified)	-0.15
Cc1ccc(CON=C2CCN(c3ncc(C(F)(F)F)cc3Cl)CC2)cc1	-0.69

More results follow.
SMILES	Cav32 inh
COc1ccc(NC(=O)CC2C(=O)N(CCc3ccccc3)C(=S)N2Cc2cccnc2)cc1 (stereo unspecified)	-3.2
Cc1ccccc1OCC1Cn2c(nc3c2c(=O)[nH]c(=O)n3C)O1 (stereo unspecified)	0.88
COc1ccc(-n2ncc3c(N4CCc5ccccc54)ncnc32)cc1	-2.9
Cc1nnc(N(Cc2ccco2)C(=O)c2ccno2)s1	0.6
CCN(CC)S(=O)(=O)c1ccc(C(=O)OCC(=O)c2ccc3c(c2)NC(=O)CO3)cc1	0.68
Clc1ccc(-c2nnc3ccccn23)cc1	0.36
Nc1ccc(Oc2ccc(Cl)cc2)cc1	-1.1
CSCCC(NS(=O)(=O)c1ccc2c(c1)oc(=O)n2C)C(=O)NC1CCC(C)CC1 (stereo unspecified)	-0.04
CC1CCN(C(=O)c2[nH]cnc2C(=O)N[C@@H](C)C(=O)OCc2ccccc2)CC1	1.2
CC(C)[C@H](NC(=O)c1cccc(S(=O)(=O)N2CCCC2)c1)c1nc2ccccc2[nH]1	-1.1
Cc1cc(NC(=O)c2cccc(S(=O)(=O)N(C)C)c2)n(-c2ccccn2)n1	0.73
COC(=O)c1cc(OC)c(OC)cc1NC(=O)CN1CCOCC1	0.074
CCN(CC)S(=O)(=O)c1ccc2c(c1)nc(SCC(=O)N1CCCCCC1)n2-c1ccc(OC)cc1	-1.9
Cn1nc(-c2ccc(N3CCCCC3)c(NC(=O)c3ccco3)c2)c2ccccc2c1=O	-0.067
CCOC(=O)CSc1nnc(Cc2ccccc2)n1-c1ccc(C)cc1	-2.8

Sorted by the number under Cav32 inh (falling): 7 of the compounds above.
| canonical_smiles | Cav32 inh |
| --- | --- |
| CC1CCN(C(=O)c2[nH]cnc2C(=O)N[C@@H](C)C(=O)OCc2ccccc2)CC1 | 1.2 |
| Cc1ccccc1OCC1Cn2c(nc3c2c(=O)[nH]c(=O)n3C)O1 (stereo unspecified) | 0.88 |
| Cc1cc(NC(=O)c2cccc(S(=O)(=O)N(C)C)c2)n(-c2ccccn2)n1 | 0.73 |
| CCN(CC)S(=O)(=O)c1ccc(C(=O)OCC(=O)c2ccc3c(c2)NC(=O)CO3)cc1 | 0.68 |
| Cc1nnc(N(Cc2ccco2)C(=O)c2ccno2)s1 | 0.6 |
| Nc1ccc(Oc2ccc(Cl)cc2)cc1 | -1.1 |
| COc1ccc(-n2ncc3c(N4CCc5ccccc54)ncnc32)cc1 | -2.9 |

(further entries)
SMILES	Cav32 inh
CCCCNC(=O)CC1C(=O)N(Cc2ccccc2)C(C)c2nc3ccccc3n21 (stereo unspecified)	-0.034
Cc1cccc(NC(=O)CCc2ccc(C)o2)c1	0.54
COc1ccc(N=C2SC(CC(=O)Nc3ccc(OC)cc3OC)C(=O)N2C)cc1 (stereo unspecified)	-0.78
O=C(Nc1cccc(F)c1)C1CCN(C(=O)c2ccccc2Cl)CC1	0.77
C=CCc1cccc2cc(C(=O)NCc3ccc(C(=O)OCC)o3)c(=O)oc12	0.73
Cc1c(C2OC(=O)C3(CCCCC3)C(=O)C2(C)C)c(=O)n(-c2ccccc2)n1C (stereo unspecified)	-3.3
CCOc1ccc(S(=O)(=O)NCc2cccs2)cc1	0.17
C=CCOC(=O)Nc1ccc(Cl)cc1NC(=O)OCC=C	-1.7
O=C(Nc1ccc2c(c1)OCO2)c1cnn2c(C(F)(F)F)cc(-c3ccco3)nc12	0.46
CCOc1cccc(C2C(C(=O)c3ccc(C)o3)=C(O)C(=O)N2c2nccs2)c1 (stereo unspecified)	-3.9
CC1CCCN(c2ccc(C(=O)NCCc3ccccc3)cn2)C1 (stereo unspecified)	-0.55
CCOC(=O)CC1C(=O)NCCN1S(=O)(=O)c1cc(Cl)c(Cl)cc1Cl (stereo unspecified)	-0.28
CN1c2ccccc2C(C)(C)[C@]12C=Cc1cc(O)ccc1O2	-0.085
O=C(Cc1ccc(-c2ccccc2)cc1)N1CCOCC1	0.53
CSc1nc2nc(-c3ccccc3)cc(=O)n2[nH]1	1.2
O=C(NCCc1ccccc1)c1ccc2nc(-c3ccco3)c(-c3ccco3)nc2c1	-11*
Nc1nc2ccccc2n1/N=C/c1ccc(Br)cc1	0.076
Clc1ccc(Cn2ncc3c(NCCN4CCOCC4)ncnc32)cc1	0.44
Cn1c(-c2ccc(C=O)s2)nc2ccccc21	2.2
CCOC(=O)/C=c1\s/c(=C\c2ccc3cc(OC)ccc3c2)c(=O)n1CC(=O)NCC1CCCO1 (stereo unspecified)	-1.3
CCOC(=O)N1CCC(=NNS(=O)(=O)c2cccc([N+](=O)[O-])c2)CC1	-0.37

Screens from PubChem BioAssay.
